# S1P3 ag: agonists of human S1P3 receptor; Q99500; S1P3 NFAT-BLA reporter cells, agonism, FRET ratio; relative to 1 µM S1P, basal subtracted; activation, % at 4.5 µM; 60,000 tested, 0.1% active;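 active = activation above the screen-wide mean plus 3 SD, cut at about 4.5% in these data, passing the limit was not always enough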; note: some compounds called inactive have numbers as strong as hits
# Target sequence (Q99500 whole entry, looked up): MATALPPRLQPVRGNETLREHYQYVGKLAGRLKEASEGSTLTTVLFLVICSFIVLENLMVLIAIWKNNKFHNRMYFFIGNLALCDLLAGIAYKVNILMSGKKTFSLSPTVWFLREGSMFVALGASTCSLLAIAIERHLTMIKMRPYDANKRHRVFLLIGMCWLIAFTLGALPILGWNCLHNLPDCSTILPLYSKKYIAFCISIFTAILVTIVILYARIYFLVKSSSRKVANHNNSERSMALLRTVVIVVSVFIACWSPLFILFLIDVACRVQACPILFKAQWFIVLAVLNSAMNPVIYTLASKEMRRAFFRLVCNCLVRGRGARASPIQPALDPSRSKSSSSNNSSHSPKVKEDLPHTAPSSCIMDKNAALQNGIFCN
#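 Assay system: stable CHO line with human S1P3, Gα16, NFAT-BLA reporter; Detection: FRET β-lactamase substrate fluorescence, excitation 405 nm, 460/535 nm emission ratio, background-subtracted; Read-out: percent activation versus median 1 µM S1P response, basal-subtracted, per plate; Incubation: cells plated overnight, compound 4 h 37 °C, substrate 2 h RT.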
# 5HT1a antag: antagonists of human 5-HT1a serotonin receptor; CHO 5-HT1a Ga15 NFAT-bla reporter, antagonist mode; inhibition, % at 10 µM; P08908; AID 612; 62,000 tested, 0.68% active;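 active = inhibition above the mean of all tested compounds plus 3 SD, cut at about 43% in these data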;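 note: receptor stimulated by 5-CT agonist at 100 nM near EC80; beta-lactamase reporter measured by ratiometric fluorescence of a cleavable substrate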
# Her2 expr inh: inhibitors of human Her2 kinase expression. P04626. SKBR-3 HER2 protein level, AlphaScreen, 18-24 h; stronger effect = lower value. HER2 level % of control, % at 10 µM. 65,000 tested, 0.69% active. AID 645;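 active = HER2 level under 5% of the carrier-only control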;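 note: 100% = DMSO carrier and 0% = 500 nM PU-H71 HSP90 inhibitor; lower value means stronger loss of Her2 protein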
# HTR1E antagonist: antagonists of human 5-HT1E serotonin receptor | AID 571 | P28566 | CHO 5-HT1E Ga15 NFAT-bla reporter, FRET, antagonist | 65,000 tested, 0.99% active | inhibition, % at 6 µM;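 active = inhibition above a set limit, the mean inhibition across every tested compound plus 3 SD, cut at about 29% in these data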;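 note: signal is the 460 over 535 nm emission ratio of beta-lactamase substrate; 0% = agonist plus DMSO wells and 100% = wells without agonist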
# Target sequence (P28566 whole entry, looked up): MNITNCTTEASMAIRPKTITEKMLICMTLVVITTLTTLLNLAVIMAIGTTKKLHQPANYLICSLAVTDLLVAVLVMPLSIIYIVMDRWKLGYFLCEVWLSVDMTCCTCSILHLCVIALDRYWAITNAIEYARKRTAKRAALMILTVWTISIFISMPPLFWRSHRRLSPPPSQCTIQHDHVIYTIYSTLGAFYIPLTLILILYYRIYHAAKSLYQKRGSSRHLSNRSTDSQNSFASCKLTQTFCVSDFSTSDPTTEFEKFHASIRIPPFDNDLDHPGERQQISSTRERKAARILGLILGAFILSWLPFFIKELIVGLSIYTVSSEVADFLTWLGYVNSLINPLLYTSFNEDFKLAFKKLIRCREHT
# Fluor 339 460: intrinsic fluorescence of library compounds, ex339/em460 – biochemical, MLSMR library, data from DPM-DC assay, artefact control, profiling panel | compound autofluorescence, ex339/em460 nm, NADH buffer; stronger effect = higher value; 1 = no-compound wells, NADH background | AID 709 | fluorescence fold increase at 10 µM | 65,000 tested, 5.5% active;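 active = at 10 µM, mean starting fluorescence two-fold or more over control wells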;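 note: signal is the first read of a kinetic run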
# 5HT1E ag: 5-HT1E (human) receptor agonism. P28566. CHO 5-HT1E Ga15 NFAT-bla reporter, FRET; 0% DMSO wells, 100% control agonist wells. activation, % at 6 µM. 65,000 tested, 0.69% active. AID 574;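 active = activation above a set limit, the screen-wide mean activation plus 3 SD, cut at about 8.5% in these data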;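 note: 100% = positive control agonist at 1 µM giving full maximal response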
# Abs 340nm: absorbance at 340 nm | 65,000 tested, under 10 active | AID 708 | compound absorbance at 340 nm, fold over control | fold change at 10 µM;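 active = at 10 µM dose, initial 340 nm absorbance at least 2 fold that of control wells; inactive = change under 2 fold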;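 note: initial absorbance extrapolated from kinetic A340 decline of NADH oxidation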
# S1P1 ag-PAM: agonists and agonism potentiators of human S1P1 receptor | P21453 | S1P1 CRE-bla cells, forskolin, beta-lactamase FRET, potentiator mode; S1P1 agonist co-added at EC20, 2 nM; 100% = saturating reference agonist, 0% = basal | activation, % at 9.5 µM | 56,000 tested, 0.57% active | AID 449;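 active = activation above a cutoff set at the mean activation of all tested compounds plus 3 SD, cut at about 54% in these data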;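 note: forskolin at 4 µM as EC80 and the EC20 agonist is SEW2871; 100% = SEW2871 at its EC100 plus forskolin at EC80; some compounds past the cut are filed as inactive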
# MMP-13 inhibitor: MMP13 (human) collagenase inhibition. AID 570. MMP-13 fTHP FRET cleavage, Mca fluorescence. 65,000 tested, 0.07% active. inhibition, % at 4 µM. P45452;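 active = inhibition above the mean of compound-free control plate wells plus 3 SD, cut at about 14% in these data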;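 note: 0% = DMSO wells and 100% = wells with reference MMP-13 inhibitor after basal subtraction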
# An asterisk follows results filed as active; / = no result given; & = joins results of further samples; [ ] = dose if it differs, or a comment. Compounds were not picked by outcome (roughly 8.5% active in at least one column).
S1P3 ag	5HT1a antag	Her2 expr inh	HTR1E antagonist	Fluor 339 460	5HT1E ag	Abs 340nm	S1P1 ag-PAM	MMP-13 inhibitor	structure
0.9	-8	71	7	1.1	-1.1	1	16	-6	Cc1nnc(SC(C)C(=O)Nc2ccc(S(=O)(=O)N3CCCCCC3)cc2)s1 (configuration not stated)
-0.1	-16	121	1	1	0.1	0.99	-20	3	Cc1cc(C)nc(SCc2ccc3nonc3c2)n1
0.3	/	80	0	1.1	0.4	0.98	0	-5	O=C(Oc1ccccc1N1C(=O)CCC1=O)c1ccco1
-1.2	14	82	21	1	-0.3	0.99	24	6	CCOc1ccc2nc(NC(=O)C3CCCN(S(=O)(=O)c4c(C)noc4C)C3)sc2c1 (configuration not stated)
-0.7	-6	120	-8	1.1	0.2	0.97	-34	1	CCCS(=O)(=O)N1CCCC(C(=O)NCC2CCCO2)C1 (configuration not stated)
0.1	-16	106	-9	1.1	1.3	1	-24	2	O=C(NCCCN1CCOCC1)C1CCC(=O)N1CCc1ccccc1 (configuration not stated)
-0.2	-18	91	-4	1.1	0.5	1.1	/	1	Cc1cccc(Cn2c(NCC(C)O)nc3c2c(=O)n(C)c(=O)n3C)c1 (configuration not stated)
-1.6	9	89	-2	1.1	-0.3	0.98	-4	-2	C=CCn1c(COc2ccccc2)nnc1SCC(=O)NCC(=O)OCC
-0.7	5	112	4	1	-1.1	1	-1	-3	CCOC(=O)C1CCCN(C(=O)c2cc(=O)c3ccccc3o2)C1 (configuration not stated)
0.4	-12	119	-8	1.1	0.0	1	4	-3	O=C(NC1CCCCC1)NC1(C(=O)NCCCN2CCOCC2)CCCCC1
-1.2	6	85	4	1.2	1.1	1.1	6	-3	COc1ccccc1N1CCN(Cc2nc(N)nc(Nc3ccccc3)n2)CC1
-0.6	7	124	2	1.1	-0.2	1	-10	4	Cc1nnc(SCC(=O)Nc2ncc3c(n2)CCCC3=O)s1
-1.1	-2	113	2	3.6*	0.0	1.1	-13	-20	CCCC(=O)Nc1ccc2oc(-c3ccncc3)nc2c1
1.3	-10	113	5	1	-0.1	0.99	4	1	O=C(c1ccc(CS(=O)(=O)Cc2ccc(Cl)cc2)o1)N1CCCC1
-0.8	56*	71	17	1.1	2.1	1.1	-36	-2	CCOC(=O)c1c(-c2ccc(C)o2)csc1NC(=O)CSc1nnc(C)s1
-0.1	0	104	4	1.1	0.6	1	-38	1	COc1ccc(S(=O)(=O)N2CCN(C)CC2)c2ccccc12
-4.3	/	165	14	1.1	0.1	1	6	-4	O=c1oc2c3c4c(cc2c(C(F)(F)F)c1CCN1CCOCC1)CCCN4CCC3
0.2	-6	99	-7	1.1	0.7	1	-5	-7	O=C(c1ccc(CS(=O)(=O)c2ccc(Br)cc2)o1)N1CCN(c2ncccn2)CC1
-0.9	4	76	-3	1.2	0.3	1	0	3	N#CNC(N)=Nc1cccc(Cl)c1
-1.2	-9	112	-6	1.1	0.0	1.1	-6	1	CN(C)c1nc(N)nc(N(c2ccccc2)c2ccccc2)n1
-0.2	27	73	30*	1.1	-1.0	1.1	-65	1	Cn1nc(-c2ccc(N3CCOCC3)c(NC(=O)c3ccccc3)c2)c2ccccc2c1=O
-3.0	/	137	11	1.1	-0.8	1	1	8	CCCNC(=O)N(C)c1nncnc1C(=O)NC
-1.5	0	98	-3	1	0.9	1.1	-3	-2	COc1cccc(C2c3c(oc4ccc(Cl)cc4c3=O)C(=O)N2c2cc(C)on2)c1OC (configuration not stated)
0.7	-4	84	0	1	-0.2	1	-8	3	Cc1nc2ncnn2c(N2CCC(C(=O)NCC3CCCO3)CC2)c1Cc1ccccc1 (configuration not stated)
0.0	-13	68	-11	1.1	0.0	1	-2	-9	COc1cc(S(=O)(=O)N2CCC(C(N)=O)CC2)c(C)cc1C

# HTR1E antagonist: entries above that show a hit
S1P3 ag	5HT1a antag	Her2 expr inh	HTR1E antagonist	Fluor 339 460	5HT1E ag	Abs 340nm	S1P1 ag-PAM	MMP-13 inhibitor	structure
-0.2	27	73	30*	1.1	-1.0	1.1	-65	1	Cn1nc(-c2ccc(N3CCOCC3)c(NC(=O)c3ccccc3)c2)c2ccccc2c1=O

# Continued.
S1P3 ag	5HT1a antag	Her2 expr inh	HTR1E antagonist	Fluor 339 460	5HT1E ag	Abs 340nm	S1P1 ag-PAM	MMP-13 inhibitor	structure
-1.0	3	78	-2	1.1	-0.6	1.1	-20	2	COC(=O)c1ccccc1NC(=O)CS(=O)(=O)Cc1nc(-c2ccc(C)cc2)oc1C
0.2	3	75	1	1.3	0.9	1	-19	-25	O=c1c2[nH]c3ccccc3c2ncn1Cc1ccncc1
0.2	-6	104	-1	0.94	0.7	1	-11	-10	CC(C)OCCCNC(=O)CN1C(=O)CC(C)(C)S(=O)(=O)c2ccccc21
-0.5	-5	77	2	1.1	-0.1	1.1	-5	-21	Cc1ccc2[nH]c(=O)c(CN(Cc3nnnn3C3CCCC3)C3CCCCC3)cc2c1
-0.2	-8	95	14	1	-0.6	1.1	-6	1	COc1ccc(CC(NC(C)=O)C(=O)N2CCN(C(=O)N(C(C)C)C(C)C)CC2)cc1 (configuration not stated)
-1.5	13	96	5	1.1	-2.0	1.1	-10	1	COc1ccc2c(CC#N)c[nH]c2c1
-0.4	11	97	7	1.1	-0.3	1	48	-8	COc1cccc(C2=CC(c3cccc(OC)c3OC(F)F)n3nnnc3N2)c1 (configuration not stated)
-0.3	-12	99	-10	1.1	1.2	0.99	2	-8	Nn1c(SCC(=O)NC2CCCCC2)nnc1C1CC1
/	-2	71	4	1.1	-0.8	1	/	4	Cc1nn(-c2cccc(C(F)(F)F)c2)c(Cl)c1/C=N/n1cnnc1
-1.0	-2	63	-1	1.2	0.9	1	-11	-15	CCCCOC(=O)Cn1c(=O)c2c(nc3n2CCCCN3c2ccc(C)cc2)n(C)c1=O
-2.3	31	6	14	1.6	0.1	1	-43	-6	Cc1ccc(C2C(C#N)=C(N)Oc3c2sc2ccccc32)o1 (configuration not stated)
-0.8	2	115	13	1.1	-0.9	1	4	-5	O=C(Oc1ccc(Br)cc1)C1CC(=O)N(c2ccc(F)cc2)C1 (configuration not stated)
-0.3	-7	113	12	1	-1.5	1	10	4	CCN1CCN(C(=O)CN(c2ccccc2C)S(C)(=O)=O)CC1
-0.5	2	62	-2	1.2	0.5	1	37	6	O=C(CSc1nc2ccccc2o1)Nc1nc2c(s1)CCCC2
-0.3	-9	100	-7	1.1	0.0	0.96	-23	3	CC1(C)Cc2ccccc2C(=O)N1
-0.1	-6	90	9	2.1*	-0.5	1.1	/	-44	COC(=O)c1cc(COc2ccc3ccc(=O)oc3c2)c(C)o1
-0.9	25	56	-9	1.1	-0.6	1	13	8	CCOC(=O)c1nnn(-c2nonc2N)c1CNc1ccc(C)c(Br)c1
-3.1	/	112&62	-5	1&1	-0.8	1.1&1.1	-13	-1	Cc1c(C2Nc3ccccc3NC3=C2C(=O)CC(C)(C)C3)cnn1C (configuration not stated)
-1.4	-16	70	2	2.9*	0.0	1.1	-3	-32	CC1=C(C(=O)N2CCOCC2)C(c2ccccc2F)C2=C(CCCC2=O)N1 (configuration not stated)
-0.6	14	109	23	1.3	0.4	1.1	23	-5	Cc1ccc(NC(=O)CSC2=C(C#N)C(c3ccco3)C3=C(CC(C)(C)CC3=O)N2)cc1 (configuration not stated)
-1.0	/	95	10	1.2	-0.2	1	-7	2	CCOC(=O)C1CCCN(c2nc3ccccc3nc2C(C#N)C(=O)OCCOC)C1 (configuration not stated)
0.2	-12	97	-3	1.1	-0.1	1	-12	2	Cc1cc(NC(=O)C2CCCN(S(=O)(=O)c3c(C)noc3C)C2)no1 (configuration not stated)
0.7	-3	145	-4	1	0.1	0.98	-21	-15	CCCCC(NS(=O)(=O)c1ccc(OC)cc1)C(=O)O (configuration not stated)
-0.8	3	88	-2	1.2	-0.6	1.1	/	-7	Cc1ccc(-c2nc(Nc3ccccc3)n[nH]2)cc1
0.1	-1	90	6	1.1	0.3	1	3	-6	CCOC(=O)c1sc(NC(=O)CSc2nnnn2-c2ccc(C)cc2)c(C(=O)OCC)c1C
0.6	-13	97	2	1.1	-0.9	1	-5	-2	COCCNC(=O)C1CC(=O)N(C2CCCC2)C1 (configuration not stated)
-0.1	-11	115	-8	1.1	0.8	1	-4	4	O=C(O)c1ccc2c(c1)N(Cc1ccccc1)C(=O)c1ccccc1S2=O (configuration not stated)
0.0	-30	39	27	2.2*	2.3	1.2	-59	-26	CC(=O)c1ccc(-c2nc3c4ccccc4ccn3c2C(C)=O)o1
0.4	-3	89	-4	1.1	0.5	1	-22	3	Cc1oc(-c2cc(Cl)ccc2Cl)cc1-c1nn2c(C)nnc2s1
-0.6	18	91	5	1.1	0.6	1	-7	-2	C=CCn1c(NCc2ccc3c(c2)OCO3)nc2ccccc21
-0.6	-9	84	-20	1.1	0.8	1	2	6	O=C(Cn1ncc2c(=O)oc3ccccc3c21)NCC1CCCO1 (configuration not stated)
-0.4	12	77	13	1.1	-0.1	1	-20	0	CCCOc1ccccc1C1CC(=O)NC2=C1C(=O)CCC2 (configuration not stated)
-1.9	-10	209	1	1	6.4	0.98	8	2	Cc1nc(CC(=O)N2CCN(c3cccc(C)c3C)CC2)cs1
-4.1	/	91	21	1.1	-0.1	1	-15	-2	CCOC(=O)CSc1nc2sc3c(c2c(=O)[nH]1)CC(C)(C)OC3
-0.5	-5	90	-3	1.1	-0.4	1.1	-23	0	Cc1[nH]c2ccccc2c1Cc1nnc(SCC(N)=O)o1
0.7	-5	142	1	1.1	-1.0	1	/	3	CCCc1nnc(NC(=O)CCN2C(=O)c3ccccc3C2=O)s1
-0.9	16	74	-3	1.1	-0.2	1	-11	0	CCCCNC(=O)CS(=O)Cc1nc(-c2cccc(Cl)c2)oc1C (configuration not stated)
-0.5	7	74	19	2.5*	-0.4	1.2	15	-96[fluorescence artefact?]	O=c1[nH]c2cc3c(cc2cc1CN(Cc1nnnn1CC1CCCO1)C1CCCC1)OCO3 (configuration not stated)
-1.9	-43	110	10	1.1	-0.6	1.1	-2	0	COc1ccc(C(=O)Nc2cc(C)on2)cc1
-1.1	16	82	-12	1.1	3.4	1	69	5	COc1ccc(S(=O)(=O)Cc2ccc(C(=O)N3CCN(c4ccc(Cl)cc4)CC3)o2)cc1
-1.8	/	103	7	1.7	1.6	1	-7	-10	CC(C)Cn1nc(NC(=O)C(C)(C)C)c2cc3ccccc3nc21
-1.5	11	118	-1	1.1	0.9	1.1	-40	-3	CCOC(=O)c1cnn(-c2ccccc2)c1NC(=O)c1ccccc1
/	-2	94	-7	1.2	-0.3	1.1	/	-4	COCCCNc1ncnc2c1cnn2-c1ccc(C)cc1C
-1.1	7	91	6	1.1	-0.2	1	-16	13	CCOC(=O)c1[nH]c(C)c(C(=O)NCc2ccc(OC)cc2)c1C
-0.2	-2	127	12	1.1	0.7	1.1	/	0	Fc1cccc(Cl)c1-c1nnc2ccc(N3CCOCC3)nn12
